# MKP-3 inhibition – inhibition of rat DUSP6 enzyme activity – biochemical, in vitro, primary screen (AID 425); recombinant MKP-3 phosphatase activity, fluorescence; higher % means a stronger effect; inhibition, % at 20 µM, or IC50 in µM where a hit was titrated; 0.17% of 110,000 active; in the data active means inhibition above about 50%;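 further: plate controls were vehicle for no effect and reference inhibitor for full effect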
# Hsp70 inhibitors – small molecules displacing fluorescent ligand from Hsp70 – biochemical, fluorescence polarization, primary screen (AID 583). Hsp70 fluorescence polarization probe displacement, mP; higher % means a stronger effect. displacement, % at 20 µM, or IC50 in µM where a hit was titrated. 0.06% of 140,000 active; in the data active means displacement above about 50%;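 further: plate controls were vehicle for no effect and reference ligand for full effect; a part of the inactive calls stands beside numbers as strong as those of hits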
# Active calls of the source: *; . = no result given; & = joins results of further samples.
molecule	MKP-3 inhibition	Hsp70 inhibitors
O=C(COc1ccc(C2CCCCC2)cc1)Nc1cc(C(=O)O)cc(C(=O)O)c1	2.6%	0.5%
CCOC(=O)Cn1c(N)c(C(=O)OC)sc1=S	3.7%	5.9%
Cc1ccc2nc(-c3ccc(Br)o3)oc(=O)c2c1	.	5.9%
Cn1c(SCc2nc3ccccc3s2)nnc1-c1ccc2c(c1)OCO2	-11.7%	2.5%
CSc1ccc(S(=O)(=O)NCCSc2ccccn2)cc1	-4.6%	1.2%
Cc1ccc(S(=O)(=O)NCc2ccco2)c(C)c1C	-0.9%	0.6%
CCOc1cccc(N2C(=O)/C(=C/c3cc(Cl)c(O)c(OC)c3)C(=O)NC2=S)c1	3.9%	-2.3%
Cc1cc(C(=O)Nc2ccccc2C(=O)O)c(C)o1	4.5%	2.8%
Cn1c(NN)nc2c(c1=O)C(C)(C)Cc1ccccc1-2	4.1%	-5.0%
Cc1ccc(/C=N\NC(=O)c2ccc(O)cc2)cc1	5.9%	4.6%
O=C(O)c1ccccc1SCC(=O)N1CCCCC1	-7.6%	-5.0%
COc1ccc(-n2c(Cc3cccn3C)nnc2SCC(=O)N2CCCc3ccccc32)cc1	-3.1%	-3.3%
COc1ccc(N=Cc2cccnc2)cc1	-0.1%	5.9%
Cc1ccc(Cl)cc1NC(=O)CSc1nnc(N)s1	2.6%	5.1%
CCC(=O)Oc1ccc2c(C)cc(=O)oc2c1I	0.4%	-2.3%

# Entries of single compounds from above:
# Cc1ccc2nc(-c3ccc(Br)o3)oc(=O)c2c1 in the list: MKP-3 inhibition = .; Hsp70 inhibitors = 5.9%
# COc1ccc(-n2c(Cc3cccn3C)nnc2SCC(=O)N2CCCc3ccccc32)cc1 in the list: MKP-3 inhibition = -3.1%; Hsp70 inhibitors = -3.3%

# Back to the main list; the 4 compounds before the break are reprinted first.
molecule	MKP-3 inhibition	Hsp70 inhibitors
COc1ccc(-n2c(Cc3cccn3C)nnc2SCC(=O)N2CCCc3ccccc32)cc1	-3.1%	-3.3%
COc1ccc(N=Cc2cccnc2)cc1	-0.1%	5.9%
Cc1ccc(Cl)cc1NC(=O)CSc1nnc(N)s1	2.6%	5.1%
CCC(=O)Oc1ccc2c(C)cc(=O)oc2c1I	0.4%	-2.3%
O=C(Nc1ccccc1I)C1CC(=O)N(c2ccc(Cl)cc2)C1 (centres undefined)	2.5%	.
Cn1c(SCC(=O)C(C)(C)C)nnc1-c1ccccn1	.	17.5%
O=C1NC(=O)N(c2ccccc2)C(=O)/C1=C\c1ccc(-c2cccc([N+](=O)[O-])c2)o1	2.7%	0.4%
Cc1cccc(-n2c(Cc3ccccc3)nnc2SCC(=O)N2CCOCC2)c1	-6.4%	4.7%
N#C/C(=C/c1ccc(N2CCCCCC2)o1)c1ccc(F)cc1	0.1%	-47.3%
Cc1nn(-c2cccc3cccnc23)c(=O)c2ccccc12	.	7.0%
CCN(C(=O)N1CCOCC1)c1ccccc1	-0.2%	0.1%
CC1=NN(C(=O)c2ccccc2)C(O)(c2ccccc2)C1 (centres undefined)	-0.3%	4.4%
Cc1ccc(N(CC(=O)NCC(C)C)S(=O)(=O)c2ccc(F)cc2)cc1	4.1%	-0.9%
O=C(NCc1cccnc1)C1COc2ccccc2O1 (centres undefined)	.	-3.6%
CC(C)(CO)N=Cc1ccc(Cl)cc1	-0.3%	3.8%
c1ccc2c(OCCCN3CCOCC3)cccc2c1	2.7%	1.6%
CCOc1ccccc1NC(=O)C(=O)NCc1ccccn1	-0.3%	-1.2%
O=C(CCS(=O)(=O)c1cccc2nsnc12)NC1CCCCCC1	.	-1.6%
CC(=O)NC(Oc1ccc(C=Nc2c(C)n(C)n(-c3ccccc3)c2=O)cc1)C(Cl)(Cl)Cl (centres undefined)	0.3%	-2.5%

# Following part.
molecule	MKP-3 inhibition	Hsp70 inhibitors
Cc1cccc(-c2nc(=S)c3c(o2)CCCC3)c1	.	4.5%
O=c1cc(NC2CCCCC2)c2ccccc2n1-c1ccccc1	0.0%	0.9%
CCN(CC)C(=O)N1CCn2c(nc3ccccc32)C1	.	1.1%
COc1ccc(NC(=O)COc2ccc(Br)cc2)cc1	2.0%	-2.1%
CCCNC(=O)NCCc1ccncc1	-3.6%	-5.6%
COC(=O)c1ccc(NC(=S)NC(=O)/C=C/c2ccc(Br)cc2)cc1	0.8%	2.8%
CCc1cccc2c(C(=O)CSc3nnc(-c4ccoc4C)n3C)c[nH]c12	.	1.0%
CC(C)C(C)(C#N)NC(=O)CSc1nc2scc(-c3ccco3)c2c(=O)n1-c1ccccc1 (centres undefined)	-10.9%	-5.8%
CCCCOc1ccccc1NC(=O)c1ccco1	-2.7%	-0.7%
O=C(Oc1ccc2c(c1)OCO2)c1ccc(F)cc1Cl	-7.3%	3.1%
COc1ccc(CCNC(=O)c2nonc2N)cc1OC	9.2%	5.1%
Clc1ccc(C=NN2CCN(Cc3ccccc3Cl)CC2)c(Cl)c1	-1.1%	3.2%
CC(=O)Nc1ccc(S(=O)(=O)NCCSc2ccccn2)cc1	-5.4%&-0.8%	-4.1%&-1.5%
Cc1cccc2nc(CSc3nc4[nH]ncc4c(=O)n3-c3cccc(Cl)c3)cc(=O)n12	.	3.0%
CC(C)NS(=O)(=O)c1ccc(OCC(=O)NCc2ccccc2)cc1	-0.2%	3.5%

# Next part
molecule	MKP-3 inhibition	Hsp70 inhibitors
CCc1c(C)c(C#N)c2nc3ccccc3n2c1-n1nc(C)cc1C	-6.5%	2.6%
O=C(O)CSCc1cccc(Br)c1	2.3%	6.3%
Cc1ccc(C(=O)NC(=S)Nc2c[nH]c(=O)[nH]c2=O)cc1	3.8%	0.4%
CCN1C(=O)/C(=C\c2cccc(OC)c2OC)SC1=S	6.0%	1.1%
CCSC1=C(C#N)C2(CCCCC2)C(C#N)C(=O)N1 (centres undefined)	-3.9%	-2.0%
O=C(CSc1nc2ccccc2c(=O)n1Cc1ccccc1)c1ccc(Cl)cc1	1.5%	-0.1%
Cc1oc(C(=O)Nc2ccc(C(=O)O)cc2)cc1COc1ccccc1	.	6.2%
Cc1ccc(C)c(OCC(O)CN2CCCC(C)C2)c1 (centres undefined)	4.2%	-0.5%
CCOc1ccc(C=NCC2(c3ccccc3)CCCC2)cc1OC	0.3%	0.7%
COc1cc(/C=N/Nc2nc(N3CCCCC3)nc(N3CCCCC3)n2)cc(Cl)c1O	-0.8%	-0.2%
COCCNC(=O)C1CCC(Cn2c(=S)[nH]c3ccccc3c2=O)CC1 (centres undefined)	-15.9%	7.5%
S=c1[nH]nc(-c2cccnc2)o1	-8.7%	7.2%
O=C(O)C1CSCN1S(=O)(=O)c1cccc2nsnc12 (centres undefined)	-1.0%	-0.9%
COc1ccc(N(CC(=O)NC2CCCC2)C(=O)Cn2nnc(-c3ccc(F)cc3)n2)cc1OC	-5.8%	0.5%
O=C(O)Cc1nc2nc3c(c(=O)n2[nH]1)CCCC3	-16.8%	3.4%

# (continued)
molecule	MKP-3 inhibition	Hsp70 inhibitors
N#Cc1nc(Cc2cccc3ccccc23)oc1N1CCCCC1	-9.2%	1.8%
Cc1n[nH]c(C)c1S(=O)(=O)N1CCC(C(=O)N2CCn3c2nc2ccccc23)CC1	.	1.5%
COc1ccc(CNC(=O)c2cc(Cl)ccc2OC)cc1	-4.6%	2.9%
C/C(=N\N=C1\NC(=O)C(CC(=O)Nc2ccc(C)c(Cl)c2)S1)C(C)C (centres undefined)	0.9%	0.3%
O=C(c1ccc(Cl)c(S(=O)(=O)Nc2ccc(F)cc2)c1)N1CCN(c2ccccn2)CC1	.	-0.2%
O=C(c1ccc(N2CCNCC2)cc1)c1cccnc1	-11.5%	-5.7%
O=C(CSc1nccc(=O)[nH]1)Nc1ccc(S(=O)(=O)N2CCOCC2)cc1	.	1.1%
Cc1ccc(C)c(NS(=O)(=O)c2cc(Br)cnc2N)c1	-5.3%	1.5%
O=C(Nc1ccccc1)N1CCSCC1	5.2%	2.1%
NC(=O)c1ccsc1NC(=O)COC(=O)Cc1cccc2ccccc12	.	-1.6%
CCOC(=O)c1c(C)n(C)c2ccc(OCC(O)CN3CCC(C)CC3)cc12 (centres undefined)	4.9%	0.7%
Cc1cc(C)cc(OCC(=O)N(Cc2cccs2)C2CCS(=O)(=O)C2)c1 (centres undefined)	-12.1%	5.1%
COC(=O)c1ccccc1NC(=O)c1ccc(-c2ccccc2F)o1	3.6%	0.8%
NC(=O)c1nn2c(C(F)(F)F)cc(-c3ccco3)nc2c1Cl	1.4%	-2.9%
Cc1ccc(O)c(C(=O)c2cnc3c(c2)COc2ccc(C)cc2-3)c1	.	-2.4%

# Further results follow:
molecule	MKP-3 inhibition	Hsp70 inhibitors
COc1cccc(NC(=O)CNC(C)CCC(C)C)c1 (centres undefined)	0.0%	-8.0%
Cc1ccc(C(=O)NC2CC(C)(C)NC(C)(C)C2)cc1[N+](=O)[O-]	2.2%	-2.1%
Cc1ccc(C)n1-c1ccc2c(c1)COC2=O	-2.4%	-2.2%
Cc1cc(SCC(=O)N/N=C/c2ccc(O)c(O)c2)c(C)cc1Br	.	-2.1%
Cc1nn(C)c(C)c1CN(C)S(=O)(=O)c1ccc(F)cc1	.	-4.9%
Cn1nnnc1SCC(=O)N1CCN(c2ccc(Cl)cc2)CC1	-6.3%	2.2%
CC1=C(C(=O)OC(C)C)C(c2ccc3c(c2)OCO3)C(C(=O)OC(C)C)=C(C)N1	2.2%	-3.0%
O=C(c1cccc(S(=O)(=O)N2CCOCC2)c1)N1CCCCCC1	0.7%	-2.5%
CCOC(=O)c1ccc2c(c1)nc(C1CCN(S(=O)(=O)c3cccs3)CC1)n2CC	9.5%	-0.7%
Cc1oc2c(c(=O)c1C)C(=O)CC(c1ccccc1)C2 (centres undefined)	4.3%	-3.7%
Cc1cccc(N2CCN(C(=O)c3cccc(Br)c3)CC2)c1C	0.3%	2.2%
COc1cccc(C2=NOC(C(=O)N3CCOCC3)C2)c1 (centres undefined)	2.2%	-6.1%
O=C(c1ccncc1)N1CCN(S(=O)(=O)c2ccc(Cl)cc2)CC1	3.4%	-0.1%
Cc1cc(Nc2ccc(F)cc2C)n2nc(C)nc2n1	-1.0%	-1.9%
COc1ccccc1N1CCN(C/C=C/c2ccc(N(C)C)cc2)CC1	-3.2%	3.1%

# Remaining list, next part:
molecule	MKP-3 inhibition	Hsp70 inhibitors
COc1ccccc1NS(=O)(=O)c1ccc(OC)c(OC)c1	-9.9%	-4.4%
Cn1c(-c2ccc(F)cc2)cnc1NCc1ccc(C#N)cc1	-5.4%	-0.3%
C=CCn1c(=O)c2ccccc2n2c(Sc3nnnn3-c3ccccc3)nnc12	-15.8%	-4.0%
O=C(O)C1CCN(S(=O)(=O)N2CCOCC2)CC1	-5.4%	-1.9%
O=C(NCCN1CCOCC1)C1CCN(c2nc3ccccc3o2)CC1	-1.1%	9.1%
COCCOC(=O)C1=C(C)NC(=O)NC1c1ccc(Cl)cc1 (centres undefined)	-6.2%	-2.3%
COc1ccc2c(Cl)c(C(=O)NC3CCS(=O)(=O)C3)sc2c1 (centres undefined)	-4.3%	2.1%
COC(=O)c1ccc2[nH]c(C)cc(=O)c2c1	-3.2%	0.6%
COc1cccc(C(=O)NNC(=O)CCCOc2ccc(Cl)cc2Cl)c1	0.9%	-3.0%
COc1ccccc1/C=C/C(=O)c1c(-c2ccccc2Cl)c2cc(Br)ccc2[nH]c1=O	-5.3%	0.4%
COc1ccc(-c2cc(C(F)(F)F)nc(-n3cncn3)n2)cc1	.	4.0%
O=C1CC(N2CCN(c3nc4ccccc4s3)CC2)C(=O)N1c1cccc(F)c1 (centres undefined)	.	0.4%
CCOc1ccc(C(O)c2nccn2CC)cc1 (centres undefined)	-5.9%	0.6%
CC(CNC(=O)c1ccc(F)cc1)CN(C)C (centres undefined)	3.9%	-0.9%
O=c1nc(-c2ccccc2)cc(C(F)(F)F)[nH]1	.	-1.3%

# Continued:
molecule	MKP-3 inhibition	Hsp70 inhibitors
COC(=O)c1cn(NC(=O)c2cccnc2)c(=O)c2ccccc12	-2.7%	.
O=C(N/N=C\c1ccccc1O)c1cncc(Br)c1	-6.1%	1.0%
COc1ccc(CN2CCC(C(=O)N3CCN(c4ccccc4F)CC3)CC2)cc1OC	-8.9%	-2.3%
CC(C)(C)C1CCC2(CC1)C(Nc1cccc(C(F)(F)F)c1)=NC(=S)N2CC#N (centres undefined)	.	-2.6%
O=C(Nc1ccccc1C(F)(F)F)c1ccc2ccccc2c1	2.9%	-7.2%
CC1(C)CC(=O)C2=C(C1)OC(c1ccccc1)=CC2c1ccccc1 (centres undefined)	-0.1%	4.1%
Cc1nc2ccccc2c(=O)n1NC(=O)c1ccccc1Cl	3.4%	9.5%
COC(=O)c1cc(OC)c(OC)cc1NC(=O)Cn1nnc(-c2ccccc2Cl)n1	0.4%	.
CC(C)NC(=O)c1ccc(CN2CCC(Cc3ccccc3)CC2)cc1	4.8%	-5.7%
O=C(OCC#CCSc1nnc(-c2cccc3ccccc23)o1)c1cccs1	-6.8%	4.0%
NC(=O)c1cc(S(=O)(=O)NC2CCCCC2)co1	-11.5%	-3.6%
Cc1c(O)cc2n(c1=O)-c1ccccc1C2(C)C	.	0.8%
O=C(CN1C(=O)C2CC=CCC2C1=O)NCC1COc2ccccc2O1 (centres undefined)	.	4.8%
CCCOc1cccc(C(=O)Nc2cccc(NC(=O)c3cccc(Cl)c3)c2)c1	1.9%	-4.3%
COc1ccc(NCc2nnc(SCC(=O)c3ccc(OC)cc3)n2C)cc1	8.5%	5.9%
Cc1ccc(Nc2nc(N)nc(CC#N)n2)cc1	-8.1%	-4.9%

# This is a subset; rates above refer to the full screens.
